hcGAS lum: blocks human cGAS activity; Q8N884; recombinant h-cGAS, ATP depletion, Kinase-Glo luminescence; inhibition, % at 12.5 µM; hit rate 0.081% among 290,000;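 further: 0% = vehicle reaction and 100% = reaction without DNA for no activity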
Target sequence (Q8N884 whole entry, looked up): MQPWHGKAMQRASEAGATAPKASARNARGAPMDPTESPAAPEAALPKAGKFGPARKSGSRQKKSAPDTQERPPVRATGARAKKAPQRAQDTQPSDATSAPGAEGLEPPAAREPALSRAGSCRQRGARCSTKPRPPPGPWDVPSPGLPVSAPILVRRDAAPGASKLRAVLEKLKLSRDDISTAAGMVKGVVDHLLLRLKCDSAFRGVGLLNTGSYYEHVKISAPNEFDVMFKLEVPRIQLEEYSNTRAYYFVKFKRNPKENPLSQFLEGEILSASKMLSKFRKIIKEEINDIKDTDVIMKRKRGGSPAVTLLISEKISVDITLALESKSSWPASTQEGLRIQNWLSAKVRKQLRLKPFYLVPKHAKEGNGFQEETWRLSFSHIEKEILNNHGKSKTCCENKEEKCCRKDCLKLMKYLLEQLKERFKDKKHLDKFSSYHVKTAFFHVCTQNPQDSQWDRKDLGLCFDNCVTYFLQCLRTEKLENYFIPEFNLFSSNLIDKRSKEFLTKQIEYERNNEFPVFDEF
NPYLR7 agonist: mosquito NPYLR7 agonism; activation, % at 10 µM; HEK293T NPYLR7/Galpha15, GCaMP6s calcium fluorescence; hit rate 0.15% among 270,000; in the data active means activation above about 40%;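 further: 0% = vehicle and 100% = reference agonist at the receptor; some compounds past the cut are filed as inactive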
mcGAS inh: blocks mouse cGAS activity; Q8C6L5; hit rate 0.15% among 160,000; recombinant cGAS, Kinase-Glo ATP depletion luminescence; inhibition, % at 12.5 µM; AID 1259399;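 further: 0% = negative control wells and 100% = reference inhibitor with no enzyme activity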
Active calls of the source: *; · = not tested or not shown; & = joins results of further samples. Unless noted, no stated cut-off is given here; in the data, active means inhibition above about 40%; inactive means the rest.

Value order – hcGAS lum, NPYLR7 agonist, mcGAS inh
#1 O=C(NCC1CC1)c1nn(-c2ccccc2F)c(=O)n(Cc2ccccc2F)c1=O
 : -4, 11, -6
#2 CCC(C)c1ccc(S(=O)(=O)N2CCN(C(=O)NC)CC2)cc1 (stereo not drawn)
 : -5, 7, ·
#3 Cc1ccnc(NC(=O)C2CCN(Cn3c(=O)oc4ccccc43)CC2)c1
 : -5, 3, ·
#4 c1ccc(C2CCC(NCc3cn[nH]c3-c3cccnc3)CC2)cc1 (stereo not drawn)
 : -10, 9, ·
#5 CCc1nc(-c2ccccc2)nc(N2CCN(C(=O)N(C)C)CC2)c1Cc1cccc(C)c1
 : -3, 7, -8
#6 CCOc1ccccc1N1CCN(C(=O)C2CCN(c3nc(Cc4ccc(F)cc4)ns3)CC2)CC1
 : -9, -6, -5
#7 CN(C)c1ccc(/C=C2N=C(/C=C\c3cccc([N+](=O)[O-])c3)OC/2=O)cc1
 : -5, 0, -6
#8 O=C(CSc1nnc(NC(=O)c2ccccc2C(F)(F)F)s1)Nc1nc2ccccc2s1
 : -5, 7, -2
#9 O=C(Nc1cccc(-c2cc3ccccc3[nH]2)c1)C1CCCN(C(=O)c2ccccc2F)C1 (stereo not drawn)
 : -3&-5, 6&10, -9
#10 Cc1noc(C)c1CNC(=O)c1ccc(N(C)c2ccccc2)nc1
 : -9, 1, ·
#11 C(=C\c1ccccn1)/c1ccc(-n2ccnc2C2CC2)cc1
 : 0, 2, ·
#12 Cc1ccc(-c2cc(C(=O)N3CCC(C)CC3)n3nc(C(C)(C)C)cc3n2)cc1
 : -3, -2, -6
#13 Cc1ccc(Cl)c(Nc2ccccc2C(=O)O)c1Cl
 : 5&-5&10&-3&0, -14&1&-7&-3&-1, -3&1
#14 COc1ccc(NC(=O)C=Cc2ccco2)c(OC)c1
 : -4, 5, ·
#15 COC(=O)C1=C(C)N(C)C(C)=C(C(=O)OC)C1c1ccc([N+](=O)[O-])cc1
 : -1, 1, 0
#16 CC(C)CCNC(=O)C1CCN(C(=O)C2CCCN(Cc3cccc(F)c3)C2)CC1 (stereo not drawn)
 : -7, 9, -15
#17 O[C@@H]1CN(C/C=C/c2ccco2)CC[C@H]1N1CCN(c2ccccn2)CC1
 : -5, 7, ·
#18 COc1ccc(CCN2CCCC(CN(C)Cc3cccc4cccnc34)C2)cc1 (stereo not drawn)
 : -3, 3, ·
#19 Cc1nc(SCc2ccc(F)cc2)c([N+](=O)[O-])[nH]1
 : 2, 0, 2
#20 O=C1CCCN=C(C2(c3ccc(F)cc3)CCC2)N1
 : -6, 8, ·
#21 CCCc1[nH]n(-c2ccc(Cl)c(Cl)c2)c(=O)c1C1=C([n+]2ccccc2)C(=O)N(CC2CCCO2)C1=O (stereo not drawn)
 : -7, 6, -7
#22 COc1ccc(CCNc2nc(-c3ccccc3C(F)(F)F)nc3ccccc23)cc1
 : -6, 5, -6
#23 COc1cc2ncnc(Nc3ccc(Cl)cc3F)c2cc1OC
 : 7, 18, -10
#24 Cc1ccc(F)c(S(=O)(=O)NC(=O)C2(C)CCN2C(=O)C2(c3ccc(Cl)cc3)CCC2)c1 (stereo not drawn)
 : -8, -1, ·
#25 Cc1c(C)n2c3c(=O)n(Cc4ccccc4Cl)c(=O)n(C)c3nc2n1CCN1CCOCC1
 : -5, 3, ·
#26 COc1cc(N2CCCCC2)ccc1/C=C(/C#N)c1ccc(C(=O)O)cc1
 : 0, 15, ·
#27 CC(C)(C)c1ccc(-c2nnc(SCc3nc(N)nc(N)n3)n2C2CCCC2)cc1
 : -1, 2, -1
#28 CCOCCCn1c(=NC(C)=O)c(C#N)cc2c(=O)n3cccc(C)c3nc21
 : -3, 1, ·
#29 CC(C)CN1CCOC(CNC(=O)CN2CC(C)C(=O)Nc3ccccc32)C1 (stereo not drawn)
 : -9, 4, ·
#30 CCC(CC)c1cc(C(=O)NCc2csc(=O)[nH]2)on1
 : -6, -1, ·

Reprinted from the part before: 3 entries; new compounds follow.
Value order – hcGAS lum, NPYLR7 agonist, mcGAS inh
#28 CCOCCCn1c(=NC(C)=O)c(C#N)cc2c(=O)n3cccc(C)c3nc21
 : -3, 1, ·
#29 CC(C)CN1CCOC(CNC(=O)CN2CC(C)C(=O)Nc3ccccc32)C1 (stereo not drawn)
 : -9, 4, ·
#30 CCC(CC)c1cc(C(=O)NCc2csc(=O)[nH]2)on1
 : -6, -1, ·
#31 CCN(CC)c1ccc2cc(C(N)=O)c(=Nc3ccc(F)cc3)oc2c1
 : 1, 9, ·
#32 CSc1nnc(CC2CCN(CC3CCOCC3)CC2)n1C
 : -17, ·, -8
#33 COc1cccc(-n2nnc(C(=O)Nc3cc(C)on3)c2C)c1
 : 5, -1, 2
#34 O=c1c(-c2cc3ccccc3o2)[n+]([O-])c2ccccc2n1OCc1ccccn1
 : -2, 24, ·
#35 Cc1oc(-c2cccc(NC(=O)c3ccccn3)c2)nc1CNC(=O)Cc1ccc(F)cc1
 : -9, 22, -9
#36 O=C(Nc1ccc2c(c1)CN(C(=O)CSc1ccccn1)CC2)C1CCCO1 (stereo not drawn)
 : -1&-6, -4, ·
#37 COc1nc(-c2ccccc2C)n(-c2cccc(NC(=O)c3ccc(C)cc3)c2)n1
 : 1, -3, 0
#38 Cc1ccc(C)c(C(C)NC(=O)c2ccc(-n3ccnc3)nn2)c1 (stereo not drawn)
 : -18, 7, ·
#39 CCCCN1CCN(C(=O)c2ccc(CSc3ncn[nH]3)o2)CC1=O
 : -6, 5, -15
#40 C[C@@H]1[C@H]2C[C@@H](C[C@H]1NC(=O)C1CCCCC1C(=O)N1CCc3c([nH]c4ccccc34)C1)C2(C)C (stereo partly drawn)
 : -8, -9, -4
#41 Cn1nc(-c2ccccc2)c(CN(CC(O)CN2CCOCC2)C2CC2)c1Oc1cccc(F)c1 (stereo not drawn)
 : -3, ·, -3
#42 Cn1cc(-c2ccc3c(c2)N(Cc2ccc(C(F)(F)F)cc2)C(=O)COC3)cn1
 : -8, 7, ·
#43 Nc1nc(SCc2cc([N+](=O)[O-])cc3c2OCOC3)nc(-c2ccncc2)n1
 : -5, 1, -3
#44 NC1=NN(c2ccccc2)CC1
 : -7, 4, -9
#45 COc1cc2nc(/C(Cl)=C/c3cccnc3)[nH]c(=O)c2cc1OC
 : -11, 8, -5
#46 CC(C)NS(=O)(=O)c1cccc2nsnc12
 : -8&-8, 7&11, ·
#47 Cc1ccsc1/C=C1\N=C(c2ccccc2Br)OC1=O
 : -6, 5, -6
#48 CC1(O)CCOC(=O)C1 (stereo not drawn)
 : -2, -1, -5
#49 Cc1ccc(NC(=O)C2(C)CCN2Cc2ccccc2Cl)cc1O (stereo not drawn)
 : -11, 10, ·
#50 CC1(C)CC(n2c(NCCO)nc3c(c2=O)C2(CCCC2)Cc2ccccc2-3)CCO1 (stereo not drawn)
 : -20, 0, -7
#51 CCOC(=O)C1CCN(C2CC(=O)N(c3ccc(C)cc3)C2=O)CC1 (stereo not drawn)
 : -6, -3, -4
#52 CC(C)C[C@H]1CN(C(=O)c2ncoc2C(C)C)CC[C@@]1(C)O
 : -4, ·, -4
#53 c1csc(-c2noc(CN3CCC(c4ccncc4)CC3)n2)c1
 : -5, 21, ·
#54 Cc1cc2nn(CN3CCN(c4ncccn4)CC3)c(=S)n2c2ccccc12
 : 1, -7, ·
#55 C=CCNC(=S)N=C1N=C2C=CC(Cl)=CN2Cc2ccccc21
 : 0, 13, ·
#56 O=C(c1ccco1)N(Cc1nccn1Cc1ccccc1Cl)CC1CC1
 : 1, ·, -7
#57 O=C1CCC(CNc2ncnc3sc(-c4ccccc4)cc23)N1 (stereo not drawn)
 : 0, 9, ·
#58 CN(C)c1ccc(NC(=O)C2CCN(S(=O)(=O)c3ccccc3C#N)CC2)cn1
 : -5, -1, ·
#59 NC(=O)c1ccc(N=Nc2c(-c3ccc([N+](=O)[O-])cc3)[nH]n(-c3ccccc3)c2=O)cc1
 : -2, -2, -4
#60 CCC(C)OC(=O)C1=C(C)NC2(O)c3ccccc3C(=O)C12O (stereo not drawn)
 : 0, 8, -6

Entries above with a thiophene ring, fused or not (3):
Value order – hcGAS lum, NPYLR7 agonist, mcGAS inh
#47 Cc1ccsc1/C=C1\N=C(c2ccccc2Br)OC1=O
 : -6, 5, -6
#53 c1csc(-c2noc(CN3CCC(c4ccncc4)CC3)n2)c1
 : -5, 21, ·
#57 O=C1CCC(CNc2ncnc3sc(-c4ccccc4)cc23)N1 (stereo not drawn)
 : 0, 9, ·

As entered above:
no. 48 in mcGAS inh = -5
no. 40 in NPYLR7 agonist = -9
no. 38 in hcGAS lum = -18

Other structures follow.
Value order – hcGAS lum, NPYLR7 agonist, mcGAS inh
#61 Cc1cc(C)c2ncn(CCC(C)O)c(=O)c2c1 (stereo not drawn)
 : -7, 7, ·
#62 CC1=CC[C@@H]2CN(C(=O)CN3CCN(c4ncccn4)CC3)C[C@@H]2C1
 : -4, 5, -12
#63 Cc1nn(C)c(C)c1-c1cc(C(=O)N2CCC(O)(CN(C)C)C2)n(C)n1 (stereo not drawn)
 : -1, 3, ·
#64 Cc1nc(-c2ccccc2)nc(N2CCN(C(=O)CCc3ccccc3)CC2)c1Cc1ccc([N+](=O)[O-])cc1
 : -1, ·, -6
#65 O=C(Cn1cnc([N+](=O)[O-])n1)N1CCCCCC1
 : -6, -13, -9
#66 Brc1ccccc1-c1csc(=Nc2cccnc2)n1C1CC1
 : -4, 9, ·
#67 O=C(C=C(O)c1ccccc1)c1ccccc1
 : -8&-3, 1, -4
#68 COc1ccc(NC(=O)N2CCc3nc(C)nc(N4CCC(C)CC4)c3C2)cc1
 : -10, -4, -4
#69 CC(C)NC(=O)NCC1CCN(Cc2nc(C(C)C)cs2)C1 (stereo not drawn)
 : -3, 0, -16
#70 N[C@H](Cc1c[nH]c2ccccc12)C(=O)Nc1cnc2n1CCCC2
 : -5, 5, -19
#71 O=C(CN1CCN(S(=O)(=O)c2ccccc2C(F)(F)F)CC1)NC1CCCCC1
 : -6, 11, ·
#72 CCCC(=O)Nc1c(-c2cccc(Cl)c2)nc2cc(C)ccn12
 : -5, -14, -7
#73 CCCCOc1ccc(C2=N/C(=C\c3ccc(OC)c(OC(C)=O)c3)C(=O)O2)cc1
 : 2, -2, ·
#74 COC(=O)CCC(=O)NNC(=O)c1ccccc1I
 : 3, -10, -3
#75 CSc1ccccc1NC(=O)C1(C)CCN1C(=O)Cc1ccsc1 (stereo not drawn)
 : -3, 0, -4
#76 C#CCOCC(O)CN(Cc1c(-c2ccccc2F)noc1N1CCOCC1)CC1CCCO1 (stereo not drawn)
 : -5, 0, -3
#77 CCCCOC(=O)c1cc(-c2ccc(/C=C3\C(=O)N(c4cccc(C(=O)O)c4)N=C3C)o2)ccc1Cl
 : -11, -1, -3
#78 COc1ccc(-c2cnc(-c3cccc(CNC(=O)c4cc(Cl)cc(Cl)c4)c3)[nH]2)cc1
 : -6, 36, -7
#79 O=C(Nc1ccc(-c2nc3ccccc3o2)cc1)C1CCN(C(=O)C2CC23CCCC3)CC1 (stereo not drawn)
 : 2, 5, -3
#80 COc1ncc(CN2CC[C@@H](c3ccc4ccccc4c3)[C@H](O)C2)cn1
 : -4, 2, ·
#81 CC(C)(C)OC(=O)c1cccc(NC2Cc3ccccc3C2)c1
 : -9, 5, ·
#82 CC1CCCCN1Cc1nc2c(c(=O)n(C)c(=O)n2C)n1Cc1ccccc1 (stereo not drawn)
 : -9, 0, ·
#83 COc1ccccc1C1=NN(C(=O)CN2CCCCC2C)C(c2ccccc2OC)C1 (stereo not drawn)
 : -4, 0, -3
#84 CCOC(=O)N/N=C1/CSCC1C(=O)OC (stereo not drawn)
 : 1, -1, ·
#85 Cc1ccn2cc(-c3ccc(NS(=O)(=O)c4cc(C)c(C)cc4C)cc3)nc2n1
 : -7, 7, ·
#86 CCOC(=O)c1ccc(NC(=O)N2CCC3(CC2)OCCc2c3n(C)c3ccccc23)cc1
 : -5, 19, -5
#87 CC1=Nc2cc(Cl)ccc2Oc2ccccc21
 : -11, 7, ·
#88 NC(=O)c1ccc(CSCCCOc2ccccc2)cc1
 : -6, 1, -6
#89 O=C1CC(c2cccc(Cn3cccn3)c2)c2cc3cn[nH]c3cc2N1 (stereo not drawn)
 : -1, 15, 0
#90 COc1cc2[nH]c3c(=O)n(CC(=O)N4CCN(c5ccccn5)CC4)cnc3c2cc1OC
 : -5, ·, -9

Profiles, looked up by structure. Order of screens: hcGAS lum	NPYLR7 agonist	mcGAS inh
Results for CCOC(=O)c1ccc(NC(=O)N2CCC3(CC2)OCCc2c3n(C)c3ccccc23)cc1 = -5	19	-5
Results for O=C(C=C(O)c1ccccc1)c1ccccc1 = -8&-3	1	-4
Results for CC1=CC[C@@H]2CN(C(=O)CN3CCN(c4ncccn4)CC3)C[C@@H]2C1 = -4	5	-12
Results for CC1=Nc2cc(Cl)ccc2Oc2ccccc21 = -11	7	·
Results for Brc1ccccc1-c1csc(=Nc2cccnc2)n1C1CC1 = -4	9	·

Later entries.
Value order – hcGAS lum, NPYLR7 agonist, mcGAS inh
#91 CCc1nnc(-c2cc3ccccc3n2CC(=O)NCc2ccc(C)cc2)o1
 : -3, -1, -1
#92 COc1ccc(-c2ccc(CCC(=O)NCCc3cccs3)n2-c2ccc(SC)cc2)cc1
 : -3, 3, -9
#93 CCOC(=O)C1(CCCc2ccccc2)CCN(C(=O)C2CC(C(C)C)=NO2)CC1 (stereo not drawn)
 : -10&-4, 6&12, -5
#94 CC(C)C1CN(C(=O)c2cnn3ccn(C)c23)CCCN1CC1CC1 (stereo not drawn)
 : -2, 27, -19
#95 CC(C)C(C)N(Cc1cc(NC(=O)c2cccc(F)c2)ccc1N(C)C)C(=O)c1ccccc1Cl (stereo not drawn)
 : -1, ·, -4
#96 Cc1occc1C(=O)N(Cc1cnn(C)c1)C1CC1
 : -8, ·, -10
#97 Cn1c(C(=O)N2CCN(C(=O)c3ccco3)CC2)cc2c(=O)n3ccccc3nc21
 : 0&-6, 3&0, -7

Screening data from PubChem BioAssay.
